Screening results (PubChem BioAssay)
AID2073: inhibitors of Mint1-CaV2.2 protein interaction, biochemical, HTRF (AID 2073) | actives 0.19% (n = 290,000) | Voltage-dependent N-type calcium channel subunit alpha-1B (Homo sapiens) | HTRF protein-protein interaction, Mint1-CaV2.2; higher % means a stronger effect | inhibition, % at 20 µM, or IC50 in µM where a hit was titrated; in the data active = inhibition mostly above about 51%, no sharp cut-off; inconclusive = no clear call, values can overlap the other calls; inactive = mostly below about 53%; also: some results filed as inactive read as strong as hits
GPR55 activation: GPR55 agonists via beta-arrestin recruitment, primary screen, imaging, U2OS cells, beta-arrestin-GFP redistribution (AID 1961); U2OS GPR55 beta-arrestin-GFP redistribution imaging; higher % means a stronger effect; one-dose activation, % at 10 µM; EC50 in µM for titrated hits; actives 0.048% (n = 290,000);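 active = activation above 40% with more than 50 cells counted in the well; inconclusive = wells holding fewer than 50 cells, flagged as toxic or sparse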;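 also: U2OS osteosarcoma cells stably expressing GPR55 and beta-arrestin-GFP; plate controls were DMSO negative control for no effect and LPI positive control for full effect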
NS5 inhibitors: Dengue-2 NS5 methyltransferase inhibitors, primary screen, biochemical, confirmation dose response (AID 588689). Dengue-2 NS5 methyltransferase capping enzyme assay, biochemical; higher % means a stronger effect. one-dose inhibition, % at 25 µM; IC50 in µM for titrated hits. actives 0.3% (n = 340,000); in the data active = a potency from the dose series; inconclusive = inhibition above about 29% without an active follow-up result
GPR55 antagonists: GPR55 antagonists blocking LPI-driven arrestin recruitment, primary screen, imaging, U2OS, beta-arrestin-GFP, LPI agonist (AID 2013); U2OS GPR55 beta-arrestin-GFP translocation imaging, LPI antagonism; higher % means a stronger effect; inhibition, % at 10 µM; hits with a dose series show IC50 in µM; actives 0.13% (n = 290,000);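 active = spots per cell inhibited over 60%, with over 100 cells counted and total cytoplasm intensity under 500,000; inconclusive = wells with under 100 cells, flagged as likely toxic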;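 also: U2OS cells stably carrying GPR55 and arrestin-GFP stimulated by 5 µM LPI near EC80; imaged beta-arrestin-GFP aggregate spots per cell after agonist stimulation; plate controls were LPI-stimulated DMSO wells for no effect and DMSO wells without LPI for full effect; some results filed as inactive read as strong as hits; confirmed hits need IC50 under 10 µM and bright autofluorescent wells are also inconclusive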
GPR35 arrestin U2OS: GPR35 antagonists blocking zaprinast-driven arrestin recruitment, primary screen, imaging, U2OS, beta-arrestin-GFP, zaprinast agonist (AID 2058); U2OS GPR35 beta-arrestin-GFP translocation imaging, zaprinast antagonism; higher % means a stronger effect; one-dose inhibition, % at 10 µM; IC50 in µM for titrated hits; G-protein coupled receptor 35 (Homo sapiens); actives 0.052% (n = 290,000);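 active = inhibition of at least 50% with at least 30 cells and total cytoplasm GFP at most 10,000,000; inconclusive = under 30 cells or total GFP of 10,000,000 plus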
Yfh1-off respiration: enhancers of respiration in Yfh1-depleted yeast, dose response, Friedreich's ataxia, plus single-dose screen (AID 1465) | actives 0.074% (n = 220,000) | S. cerevisiae Yfh1-off respiration, WST-1 reduction, 72 h; higher fold induction means a stronger effect | fold induction at 50 µM; hits with a dose series show EC50 in µM;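 active = fold induction of absorbance versus untreated yeast above a set limit, then at least 30% activation at any dose in follow-up; inconclusive = repeats straddling the limit, or above it without dose testing; inactive = fold induction below the set limit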;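 also: activators that raise dye reduction in frataxin-depleted yeast; strong numbers were not always called active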
Large T inhibition: SV40 large T antigen inhibitors, biochemical (AID 1903). actives 0.39% (n = 310,000). inhibition, % at 20 µM; hits with a dose series show IC50 in µM. SV40 large T antigen ATPase/helicase inhibition assay; higher % means a stronger effect; in the data active = a potency from the dose series; inconclusive = inhibition mostly from about 32% at the one dose, without a potency; inactive = the rest, 99 in 100 with inhibition below about 32%; also: strong numbers were not always called active
Rac1 GTP hydrolysis: MgcRacGAP GTPase-activating activity inhibitors, confirmation, biochemical, ADP Hunter fluorescence | Rac GTPase-activating protein 1 (Homo sapiens) | MgcRacGAP-stimulated Rac1 GTP hydrolysis, ADP Hunter fluorescence; higher % means a stronger effect; GST-tagged Rac1 F28L mutant substrate | actives 0.6% (n = 340,000) | inhibition, % at 30 µM, or IC50 in µM where a hit was titrated;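 active = first-screen hits whose inhibition reached a set limit at any dose in the follow-up dose series; inconclusive = inhibition above the set first-screen limit but never retested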;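 also: fluorescence reports GDP produced by GAP-driven GTP hydrolysis; strong numbers were not always called active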
NTR1 ag: agonists of NTR1, primary screen, imaging, U2OS cells, beta-arrestin-GFP, high content (AID 493036); actives 0.17% (n = 330,000); NTR1-U2OS beta-arrestin-GFP spot imaging, agonist mode; Neurotensin receptor type 1 (Homo sapiens), P30989; activation, % at 20 µM;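 active = activation at or above 40% of the spot to cytoplasm intensity ratio, with at least 20 cells analyzed; inconclusive = wells under 20 cells, flagged as cytotoxic or low count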;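 also: 0% = DMSO without peptide and 100% = 100 nM NTR1 peptide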
Target sequence (P30989 whole entry, looked up): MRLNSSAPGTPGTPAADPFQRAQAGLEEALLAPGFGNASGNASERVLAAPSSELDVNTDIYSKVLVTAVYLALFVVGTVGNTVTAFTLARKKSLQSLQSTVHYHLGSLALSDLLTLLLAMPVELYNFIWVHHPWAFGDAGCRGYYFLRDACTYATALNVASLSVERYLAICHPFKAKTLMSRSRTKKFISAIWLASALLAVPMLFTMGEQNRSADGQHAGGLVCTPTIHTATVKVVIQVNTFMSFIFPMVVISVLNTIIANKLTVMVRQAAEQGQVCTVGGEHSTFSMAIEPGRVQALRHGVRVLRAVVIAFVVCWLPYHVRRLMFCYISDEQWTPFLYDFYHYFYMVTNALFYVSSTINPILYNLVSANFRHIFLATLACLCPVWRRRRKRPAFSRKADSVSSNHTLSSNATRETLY
NTR1 ag cell count 20 µM: further read-out of NTR1 ag, marked with its call; cell count; measured here: cell count, cytotoxicity flag
An asterisk follows results filed as active; i = inactive; ? = inconclusive; . = not tested or not shown.

Values run as follows: AID2073 | NS5 inhibitors | Rac1 GTP hydrolysis | Large T inhibition | NTR1 ag cell count 20 µM | NTR1 ag | GPR55 antagonists | GPR35 arrestin U2OS | GPR55 activation | Yfh1-off respiration
- COc1ccc(S(=O)(=O)CCC(=O)NCCc2cccc(C)c2)cc1
  -3% | -8% | 0% | 2% | 82 | -1.1 | 8% | -5% | 0.0% | i
- O=C(CSc1nnc(-c2ccccc2Cl)n1Cc1ccco1)Nc1ccc2c(c1)OCCO2
  -15% | -11% | 5% | 0% | 50 | 1.6 | -9% | -10% | 0.2% | i
- Cc1ccc(NC(=O)CS(=O)CC(=O)NC(C)CCc2ccco2)cc1Cl (stereo not drawn)
  -12% | 0% | -6% | -1% | 91 | 0.2 | 6% | -2% | 0.3% | i
- O=C(CCCOc1ccccc1)N1CCN(S(=O)(=O)c2cccs2)CC1
  -3% | -10% | -2% | 1% | 57 | 0.0 | -1% | -10% | -0.1% | i
- CSCCC(NC(=O)c1ccc(Cl)cc1Cl)C(=O)NCc1ccccn1 (stereo not drawn)
  1% | 1% | 6% | 24% | 56 | 0.2 | 5% | 0% | 0.7% | .
- O=C(CCNC(=O)c1ccc(Cl)cc1)Nc1ccc(F)cc1F
  -1% | 4% | 5% | 5% | 99 | -2.0 | 21% | 0% | 0.0% | i
- COC(=O)c1cccc(NC(=S)Nc2ccc(Cl)c(Cl)c2)c1
  -10% | -11% | 1% | 4% | 55 | 1.2 | -1% | -7% | -0.2% | i
- CC1(C)Cc2cccc(OCC(=O)Nc3nccs3)c2O1
  2% | -2% | 9% | 8% | 85 | -1.4 | -14% | 2% | -0.3% | i
- COc1ccc(/C=N/NC(=O)c2ccc(Br)cc2)c(OC)c1
  2% | . | 1% | 11% | 40 | 1.6 | -1% | -6% | -0.4% | i
- C=CCNC(=O)c1ccccc1NC(=O)COc1ccccc1
  -6% | -7% | 3% | 5% | 82 | 1.0 | 7% | -16% | -0.1% | i
- CCC(CC)=NNc1ccc(S(N)(=O)=O)cc1[N+](=O)[O-]
  10% | 5% | 5% | 10% | 54 | 1.4 | 8% | -5% | 0.3% | i
- CCOc1ccc(-c2c(C(=O)N/N=C/C3CC=CCC3)nnn2-c2nonc2N)cc1 (stereo not drawn)
  5% | -4% | 8% | 9% | 57 | 1.2 | 8% | -9% | -0.1% | .
- CC1CCN(C(=O)C(Cc2ccccc2)n2cccc2)CC1 (stereo not drawn)
  -6% | -3% | 3% | 8% | 81 | 0.7 | 10% | 3% | 1.0% | i
- Cc1ccc(S(=O)(=O)NCC(c2ccco2)N2CCc3ccccc32)cc1 (stereo not drawn)
  . | -4% | 5% | 7% | 49 | 4.8 | . | . | . | .
- Cn1c(C(=O)N2CCN(Cc3ccc4c(c3)OCO4)CC2)cc2c(=O)n(C)c3ccccc3c21
  2% | -4% | 11% | 1% | 54 | 4.4 | 5% | 10% | -0.1% | i

Three of the compounds above, as comma-separated lines:
canonical_smiles,AID2073,NS5 inhibitors,Rac1 GTP hydrolysis,Large T inhibition,NTR1 ag cell count 20 µM,NTR1 ag,GPR55 antagonists,GPR35 arrestin U2OS,GPR55 activation,Yfh1-off respiration
COC(=O)c1cccc(NC(=S)Nc2ccc(Cl)c(Cl)c2)c1,-10%,-11%,1%,4%,55,1.2,-1%,-7%,-0.2%,i
CC1(C)Cc2cccc(OCC(=O)Nc3nccs3)c2O1,2%,-2%,9%,8%,85,-1.4,-14%,2%,-0.3%,i
COc1ccc(/C=N/NC(=O)c2ccc(Br)cc2)c(OC)c1,2%,.,1%,11%,40,1.6,-1%,-6%,-0.4%,i

A section taken from the entries so far, as a working copy:
Values run as follows: AID2073 | NS5 inhibitors | Rac1 GTP hydrolysis | Large T inhibition | NTR1 ag cell count 20 µM | NTR1 ag | GPR55 antagonists | GPR35 arrestin U2OS | GPR55 activation | Yfh1-off respiration
- Cc1ccc(S(=O)(=O)NCC(c2ccco2)N2CCc3ccccc32)cc1 (stereo not drawn)
  . | -4% | 5% | 7% | 49 | 4.8 | . | . | . | .
- Cn1c(C(=O)N2CCN(Cc3ccc4c(c3)OCO4)CC2)cc2c(=O)n(C)c3ccccc3c21
  2% | -4% | 11% | 1% | 54 | 4.4 | 5% | 10% | -0.1% | i

(further entries)
Values run as follows: AID2073 | NS5 inhibitors | Rac1 GTP hydrolysis | Large T inhibition | NTR1 ag cell count 20 µM | NTR1 ag | GPR55 antagonists | GPR35 arrestin U2OS | GPR55 activation | Yfh1-off respiration
- Cc1cc(Br)cc(Br)c1OCC(=O)NNC(=O)CCC(=O)NCc1ccccc1
  -8% | -5% | -1% | 18% | 58 | -0.6 | 2% | 2% | -0.1% | .
- Cc1cc(C)c2cc3c(N)c(C(=O)N4CCOCC4)sc3nc2c1
  -12% | -3% | -3% | 16% | 35 | -0.7 | 0% | 1% | 0.3% | i
- N=c1c(S(=O)(=O)c2ccc(Br)cc2)cc2c(=O)n3ccccc3nc2n1C1CCCC1
  4% | ? | 4% | 7% | 75 | 3.2 | 4% | -15% | -0.2% | .
- CC(C)Nc1oc(-c2cccc3ccccc23)nc1C#N
  ? | -1% | 4% | 10% | 68 | 12 | 4% | 8% | -0.4% | i
- Cc1ccc(S(=O)(=O)N2CC=C(C(=O)NCc3ccccc3)CC2)cc1
  -35% | 4% | 6% | -7% | 59 | 0.8 | 8% | 13% | -0.3% | i
- OCCCNCc1ccc(N(c2ccccc2)c2ccccc2)cc1
  -2% | 25% | 17% | 3% | 59 | 3.5 | 19% | 17% | 0.0% | .
- Cc1ccc(-c2cc(C(=O)O)n[nH]2)o1
  2% | 2% | 6% | -5% | 102 | -2.5 | 8% | 3% | -0.1% | i
- CCOc1ccc(-n2cc(C(=O)Nc3cccc(OC)c3)c3cc(OC)c(OC)cc3c2=O)cc1
  16% | 0% | 9% | 7% | 82 | 2.0 | 11% | -10% | 0.3% | i
- CN(CC(=O)Nc1ccc(Cl)c(Cl)c1)C(=O)CN1C(=O)NC2(CCCC2)C1=O
  . | 1% | 15% | 20% | 55 | -0.3 | . | . | . | .
- O=C(c1ccccc1Sc1c(Cl)cccc1[N+](=O)[O-])N1CCOCC1
  -6% | -4% | 11% | 10% | 60 | 4.4 | 7% | 6% | -0.2% | i
- Cc1ccc(NCC(O)C(O)C(O)CO)c(N=Nc2ccccc2)c1C (stereo not drawn)
  -12% | 11% | 9% | . | 44 | 9.9 | -4% | -8% | -1.9% | i
- Cc1cccc(C(=O)NC(=S)N2CCN(C)CC2)c1
  -16% | -4% | 5% | 4% | 50 | -0.3 | -6% | 5% | 0.2% | i
- Cc1c(Br)c([N+](=O)[O-])nn1CC(=O)NCc1ccccc1
  -8% | -3% | 8% | 6% | 58 | 0.4 | 9% | -5% | -0.1% | i
- COC1CCN(C(=O)c2ccc(OC3CCN(CCc4ccccc4)CC3)cc2)CC1
  2% | 3% | 2% | 3% | 31 | -0.2 | 10% | 2% | -0.1% | i
- CC1CCN(CCCCOc2ccc(Cl)cc2)CC1
  36% | -1% | . | 2% | 77 | -2.1 | 10% | -18% | 0.0% | .
- CCc1cc2cc(C)cc(C)c2nc1SCC(=O)N1CCCC1
  -1% | 2% | -12% | 4% | 65 | 10 | -2% | -6% | 0.1% | i
- Cc1ccccc1NC(=O)COc1coc(CN2CCCc3ccccc32)cc1=O
  . | -4% | 5% | 8% | 71 | 1.7 | . | . | . | .
- CN(C)CCCN(C(=O)c1cccs1)c1nc(-c2ccccc2)cs1
  -5% | -7% | 0% | 9% | 72 | 0.9 | -6% | -15% | -0.2% | i
- COCCCN(CCNC(=O)c1ccc(NC2=NC3CS(=O)(=O)CC3S2)cc1)Cc1ccco1 (stereo not drawn)
  1% | -1% | 1% | 1% | 77 | -1.7 | 13% | 9% | -0.2% | .
- COc1ccc(F)cc1CSc1nnnn1-c1ccc(O)cc1
  1% | -4% | 6% | 21% | 57 | -0.5 | -5% | -8% | 0.2% | .
- N=C1/C(=C\c2ccc(OC(=O)c3ccc(F)cc3)cc2)C(=O)N=C2SC(N3CCCC3)=NN12
  12% | -3% | 5% | 5% | 43 | 18 | 4% | -6% | -0.1% | .
- O=C(CSc1n[nH]c(-c2ccccc2)n1)c1ccc(O)c(O)c1
  -4% | -3% | ? | 15µM* | 51 | 0.3 | 2% | -5% | 0.3% | i
- C=CCN(C(=O)c1ccccn1)C(C(=O)NCc1ccccc1)c1ccccc1F (stereo not drawn)
  -13% | 0% | 5% | 0% | 36 | 1.7 | -3% | 0% | 0.3% | i
- Cc1ccc(C)c(S(=O)(=O)Nc2ccc(C(=O)NCC(c3ccco3)N(C)C)cc2)c1 (stereo not drawn)
  . | -1% | 1% | 24% | 53 | -0.1 | . | . | . | .
- COc1ccc2nc(Nc3sc4c(c3C(N)=O)CCCC4)sc2c1
  38% | -12% | ? | 12% | 61 | 11 | 1% | 2% | -0.5% | i
- CCN(C(=O)CSc1nc2cc(C(F)(F)F)ccc2n1Cc1ccccc1)C1CCS(=O)(=O)C1 (stereo not drawn)
  14% | 1% | 9% | 4% | 68 | -1.4 | -1% | 13% | 0.4% | i
- CCn1c(SCC(=O)Nc2ccc(NC(=O)c3cccs3)cc2)nnc1-c1cccnc1
  6% | -3% | -1% | 1% | 65 | 0.3 | 0% | 6% | 0.2% | i
- CCOC(=O)c1c(NC(=O)COC(=O)c2nccnc2N)sc(C(=O)N(C)C)c1C
  . | -6% | 4% | 25% | 80 | 1.0 | . | . | . | .
- Cc1ccc(N(Cc2ccc(C(=O)Nc3ccccc3C(=O)NCc3ccco3)cc2)S(C)(=O)=O)cc1C
  23% | 2% | 10% | 13% | 82 | 1.5 | 12% | 2% | -0.1% | i
- CCN(CC)C1CC(=O)N(c2cccc(Cl)c2)C1=O (stereo not drawn)
  -5% | -17% | 5% | 23% | 49 | -0.2 | -19% | 5% | -0.1% | .
- COc1ccc(NC(=O)Nc2ccccc2SC)cc1
  18% | . | 5% | 5% | 93 | -1.4 | -5% | -6% | -0.1% | i

Rows are unselected; any-hit rate near 1.7%.
